PhoP inhibition: PhoP-dependent GFP reporter repression – Salmonella Typhimurium, primary screen (AID 1863); S. Typhimurium PhoP-regulated promoter GFP reporter, 4 h; higher % means a stronger effect; one-dose inhibition, % at 50 µM; IC50 in µM for titrated hits; 300,000 tested, 0.16% active;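 active means inhibition over 29.93%, a cutoff 3 SD above the screen mean, later confirmed by dose response; inconclusive means inhibition over 29.93% but no dose response follow-up; inactive means inhibition at most 29.93% or unconfirmed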;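 further: 0% = low Mg2+ inducing control and 100% = high Mg2+ repressing control; strong numbers were not always called active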
GPR35 antagonists: GPR35 antagonists blocking zaprinast-driven arrestin recruitment, primary screen, imaging, U2OS, beta-arrestin-GFP, zaprinast agonist (AID 2058); U2OS GPR35 beta-arrestin-GFP translocation imaging, zaprinast antagonism; higher % means a stronger effect; one-dose inhibition, % at 10 µM; IC50 in µM for titrated hits; 290,000 tested, 0.052% active;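 active means inhibition of at least 50% with at least 30 cells and total cytoplasm GFP at most 10,000,000; inconclusive means under 30 cells or total GFP of 10,000,000 plus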
LYP phosphatase: inhibitors of LYP phosphatase, biochemical, fluorescence intensity, uHTS (AID 1779). recombinant LYP phosphatase, fluorescence intensity; higher % means a stronger effect. inhibition, % at 11.5 µM; hits with a dose series show IC50 in µM. 290,000 tested, 0.054% active; in the data active means inhibition above about 50%;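 further: plate controls were vehicle with enzyme for no effect and no enzyme for full effect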
Myeloid diff 2: promotes myeloid progenitor differentiation | ER-HoxA9 myeloid progenitors, lysozyme-GFP differentiation, flow cytometry | calls only at 10 µM | 360,000 tested, 1% active | AID 624256;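 active means normalized GFP-positive differentiation at or above the plate's own cutoff, the solvent-only control mean plus 3 SD; inconclusive means no clear call, values can overlap the other calls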;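 further: cells exposed to compound for four days before flow analysis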
HIV fusion peptide: inhibitors of HIV fusion peptide binding, primary screen, biochemical, uHTS, fluorescence dequenching (AID 1986). 290,000 tested, 0.3% active. cell-free peptide binding, fluorescence dequenching, 30 min; higher % means a stronger effect. inhibition, % at 20 µM, or IC50 in µM where a hit was titrated; in the data active means inhibition mostly above about 52%, no sharp cut-off; inactive means mostly below about 76%; further: some results filed as inactive read as strong as hits
GPR55 LPI antagonism: GPR55 antagonists blocking LPI-driven arrestin recruitment, primary screen, imaging, U2OS, beta-arrestin-GFP, LPI agonist (AID 2013). U2OS GPR55 beta-arrestin-GFP translocation imaging, LPI antagonism; higher % means a stronger effect. 290,000 tested, 0.13% active. one-dose inhibition, % at 10 µM; IC50 in µM for titrated hits;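 active means spots per cell inhibited over 60%, with over 100 cells counted and total cytoplasm intensity under 500,000; inconclusive means wells with under 100 cells, flagged as likely toxic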;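 further: U2OS cells stably carrying GPR55 and arrestin-GFP stimulated by 5 µM LPI near EC80; imaged beta-arrestin-GFP aggregate spots per cell after agonist stimulation; plate controls were LPI-stimulated DMSO wells for no effect and DMSO wells without LPI for full effect; some results filed as inactive read as strong as hits; confirmed hits need IC50 under 10 µM and bright autofluorescent wells are also inconclusive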
Rac1 GTP hydrolysis: MgcRacGAP GTPase-activating activity inhibitors, confirmation, biochemical, ADP Hunter fluorescence; 340,000 tested, 0.6% active; inhibition, % at 30 µM, or IC50 in µM where a hit was titrated; AID 624330; MgcRacGAP-stimulated Rac1 GTP hydrolysis, ADP Hunter fluorescence; higher % means a stronger effect; GST-tagged Rac1 F28L mutant substrate;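 active means first-screen hits whose inhibition reached a set limit at any dose in the follow-up dose series; inconclusive means inhibition above the set first-screen limit but never retested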;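 further: fluorescence reports GDP produced by GAP-driven GTP hydrolysis; strong numbers were not always called active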
NTR1 ag: agonists of NTR1, primary screen, imaging, U2OS cells, beta-arrestin-GFP, high content (AID 493036) | 330,000 tested, 0.17% active | NTR1-U2OS beta-arrestin-GFP spot imaging, agonist mode | activation, % at 20 µM | P30989;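 active means activation at or above 40% of the spot to cytoplasm intensity ratio, with at least 20 cells analyzed; inconclusive means wells under 20 cells, flagged as cytotoxic or low count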;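 further: 0% = DMSO without peptide and 100% = 100 nM NTR1 peptide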
Target sequence (P30989 whole entry, looked up): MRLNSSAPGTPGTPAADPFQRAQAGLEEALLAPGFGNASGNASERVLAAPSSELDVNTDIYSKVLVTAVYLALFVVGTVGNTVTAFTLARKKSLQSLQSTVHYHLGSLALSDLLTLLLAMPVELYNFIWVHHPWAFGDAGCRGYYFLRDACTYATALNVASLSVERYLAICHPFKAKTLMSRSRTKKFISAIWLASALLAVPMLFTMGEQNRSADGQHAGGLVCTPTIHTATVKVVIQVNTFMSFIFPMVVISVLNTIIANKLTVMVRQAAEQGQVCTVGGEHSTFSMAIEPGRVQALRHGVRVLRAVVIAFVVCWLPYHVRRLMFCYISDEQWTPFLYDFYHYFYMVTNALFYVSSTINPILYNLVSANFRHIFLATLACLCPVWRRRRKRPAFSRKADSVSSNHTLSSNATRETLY
Siah-1 displacement: Siah-1 peptide-binding antagonists, primary screen, biochemical, fluorescence polarization, rhodamine-plectin, uHTS (AID 1817); Siah-1 / rhodamine-plectin peptide fluorescence polarization; higher % means a stronger effect; displacement, % at 20 µM; hits with a dose series show IC50 in µM; 290,000 tested, 0.02% active;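 active means displacement of at least 50% at 20 µM, with a fluorescence ratio check between 0.3 and a set limit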;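 further: plate controls were Siah plus tracer with DMSO for no effect and tracer alone without Siah for full effect; strong numbers were not always called active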
NTR1 ag cell count 20 µM: recorded beside NTR1 ag, whose call it bears; cell count; measured here: cell count, cytotoxicity flag
Myeloid diff 2 GFP+ MAC1+ %: also measured in Myeloid diff 2; calls as there; GFP+ MAC1+ double positive, %; measured here: differentiation confirmed by MAC1 staining
* marks the source's active call; other numbers are inactive results; i = inactive; u = inconclusive; x = not tested or not shown; + = active, no number.

SMILES	PhoP inhibition	GPR35 antagonists	LYP phosphatase	Myeloid diff 2	Myeloid diff 2 GFP+ MAC1+ %	HIV fusion peptide	GPR55 LPI antagonism	Rac1 GTP hydrolysis	NTR1 ag	NTR1 ag cell count 20 µM	Siah-1 displacement
Cc1nn(Cc2ccccc2)c(Cl)c1C(=O)NCc1ccco1	0%	4%	-3%	i	0.6	-2.2%	1%	2%	-2.0	57	10%
Cn1c2c(c(=O)n(C)c1=O)C(NC(=O)c1cccs1)(C(F)(F)F)C(=O)N2 (centres undefined)	2%	8%	-5%	i	0.9	-0.3%	12%	5%	-2.7	78	3%
O=C(c1cccc(Cl)c1)N1CCC(N2CCC(C(=O)N3CCCC3)CC2)CC1	-8%	6%	-10%	i	1.7	0.3%	5%	6%	-0.1	70	-1%
Cc1cc(=O)oc2cc(NC(=O)C3COc4ccccc4O3)ccc12 (centres undefined)	8%	0%	-2%	i	2.0	-2.0%	8%	5%	2.4	46	7%
O=C(Cc1noc2ccccc12)Nc1ccc2ccccc2c1	2%	8%	2%	i	0.9	0.7%	-6%	3%	4.1	79	4%
Cc1ccc(NC(=O)Nc2ccc3c(c2)CCC3)cc1	3%	4%	-11%	u	x	0.4%	5%	2%	-0.5	70	8%
O=C(NCc1cccnc1)c1ccc(COc2ccccc2Br)cc1	-1%	4%	-7%	i	0.3	1.0%	23%	7%	0.8	104	6%
CCCOc1ccc(/C=N/NC(=O)CN2CCCCC2)cc1OCC	2%	11%	-9%	i	0.4	-0.7%	5%	1%	1.0	53	1%
COc1nccnc1NS(=O)(=O)c1ccc(NC(=S)NC(=O)c2cccnc2)cc1	36%	-19%	-13%	i	0.8	0.5%	-12%	7%	0.5	50	7%
O=C(Nc1ccccc1N1CCN(C(=O)c2ccccc2)CC1)c1cc(Br)ccc1Cl	3%	6%	5%	i	2.2	-0.3%	20%	-2%	3.2	69	0%
O=C(Nc1ccc(Cl)cc1C(=O)Nc1ccccn1)c1ccco1	-3%	-20%	1%	i	0.3	-0.8%	6%	6%	0.0	55	4%
COc1ccccc1N1C(=O)C2C(c3ccccc3F)NN(C(=O)c3ccc(C)cc3)C2C1=O (centres undefined)	-7%	7%	-4%	i	1.5	-3.5%	2%	-6%	-4.5	68	0%
CCOC(=O)c1c(NC(=O)Cn2nc(C(F)(F)F)cc2C)sc2c1CCC2	2%	5%	4%	i	0.3	0.1%	1%	-8%	2.4	55	0%
CCC1C(=O)NCCN1C(=O)c1ccc(OC)c(OC2CCN(C(C)=O)CC2)c1 (centres undefined)	-2%	-3%	-11%	i	3.6	0.5%	0%	7%	-0.1	59	-3%
CC1CN(C(=O)CCC(=O)NCc2ccccc2)c2ccccc2S1 (centres undefined)	x	6%	1%	i	1.7	-0.5%	6%	3%	-0.4	55	2%
O=C(c1ccncc1)N(c1ccc2oc3c(c2c1)CCCC3)S(=O)(=O)c1cccc([N+](=O)[O-])c1	-10%	2%	9%	i	0.3	3.9%	6%	1%	0.8	44	5%
COc1ccc(-n2nc3c(c2NC(=O)c2ccc(S(=O)(=O)N4CCOCC4)cc2)CS(=O)C3)cc1 (centres undefined)	-14%	5%	-2%	i	0.3	2.1%	9%	11%	0.2	70	3%
COc1cccc(Nc2nc3ccccc3nc2-n2nc(C)cc2C)c1	-9%	2%	0%	i	3.3	2.3%	-6%	1%	5.5	46	-2%
Nc1cc(S(=O)(=O)Nc2cc(Cl)ccc2Cl)ccc1N1CCCC1	-3%	-4%	8%	i	0.1	-0.3%	-21%	10%	1.5	57	1%
COc1ccccc1C(C)NC(=O)Cc1ccsc1 (centres undefined)	6%	1%	-4%	i	0.4	-0.7%	2%	5%	0.3	48	1%
COc1c(Cl)cc(Cl)cc1CNCCO	-6%	8%	-10%	i	0.8	-1.1%	1%	5%	-1.3	54	5%
CC1(C)CNc2cc(N)ccc2S1	4%	10%	-4%	+	1.0*	-0.3%	0%	23µM*	-0.6	107	0%
COc1cccc(C(=O)NC2CCN(C(=O)N3CCCCC3)CC2)c1	13%	-5%	-8%	i	0.5	1.5%	11%	7%	-0.6	97	-3%
CCC1=NN(C(=O)c2cccc(Br)c2)C(O)(c2ccc(Br)cc2)C1 (centres undefined)	0%	3%	6%	i	0.1	3.1%	-2%	6%	3.5	101	2%
Nc1nc(Cl)cc(NCCc2ccccc2)n1	-6%	-5%	-1%	x	x	-0.3%	10%	x	-1.4	37	-1%
CCCCN(C(=O)C1CCC1)c1c(N)n(CC(C)C)c(=O)[nH]c1=O	8%	x	x	i	0.7	x	x	9%	-1.0	71	x
COC(=O)C1=C(C)OC(N)=C(C#N)C1c1cc(C)sc1C (centres undefined)	4%	11%	-12%	i	1.1	-2.0%	6%	6%	0.4	86	1%
CCCNC(=O)c1ccc2c(c1)ncn2-c1ccccc1OC	0%	9%	0%	i	0.6	1.0%	1%	13%	1.6	57	7%
COc1ccc(CNC(=O)CN(C(=O)CCC(=O)Nc2ccccn2)c2ccc3c(c2)OCO3)cc1	4%	-15%	-9%	i	1.1	-2.7%	-5%	0%	1.4	40	3%
Cc1ccc(N2C(=O)CC(Sc3ncn[nH]3)C2=O)cc1 (centres undefined)	22%	3%	-6%	i	1.2	1.5%	20%	9%	-1.4	62	2%

Given with bars between the fields: part of the list above
Compound | PhoP inhibition | GPR35 antagonists | LYP phosphatase | Myeloid diff 2 | Myeloid diff 2 GFP+ MAC1+ % | HIV fusion peptide | GPR55 LPI antagonism | Rac1 GTP hydrolysis | NTR1 ag | NTR1 ag cell count 20 µM | Siah-1 displacement
CCC1=NN(C(=O)c2cccc(Br)c2)C(O)(c2ccc(Br)cc2)C1 (centres undefined) | 0% | 3% | 6% | i | 0.1 | 3.1% | -2% | 6% | 3.5 | 101 | 2%
CC1(C)CNc2cc(N)ccc2S1 | 4% | 10% | -4% | + | 1.0* | -0.3% | 0% | 23µM* | -0.6 | 107 | 0%
COc1ccc(CNC(=O)CN(C(=O)CCC(=O)Nc2ccccn2)c2ccc3c(c2)OCO3)cc1 | 4% | -15% | -9% | i | 1.1 | -2.7% | -5% | 0% | 1.4 | 40 | 3%
Nc1nc(Cl)cc(NCCc2ccccc2)n1 | -6% | -5% | -1% | x | x | -0.3% | 10% | x | -1.4 | 37 | -1%
Cc1ccc(N2C(=O)CC(Sc3ncn[nH]3)C2=O)cc1 (centres undefined) | 22% | 3% | -6% | i | 1.2 | 1.5% | 20% | 9% | -1.4 | 62 | 2%
COc1c(Cl)cc(Cl)cc1CNCCO | -6% | 8% | -10% | i | 0.8 | -1.1% | 1% | 5% | -1.3 | 54 | 5%

(listing goes on)
SMILES	PhoP inhibition	GPR35 antagonists	LYP phosphatase	Myeloid diff 2	Myeloid diff 2 GFP+ MAC1+ %	HIV fusion peptide	GPR55 LPI antagonism	Rac1 GTP hydrolysis	NTR1 ag	NTR1 ag cell count 20 µM	Siah-1 displacement
Cc1cccc(-n2nc(C)cc2N)c1	1%	10%	-9%	i	7.8	1.1%	14%	-8%	1.3	59	6%
CN(c1ccccc1)S(=O)(=O)c1cc(C(=O)OCC(N)=O)ccc1Cl	-6%	0%	-3%	i	0.1	0.8%	11%	2%	1.0	57	0%
CCc1ccc(NC(=O)CCC(=O)c2ccc(C)cc2)cc1	-2%	0%	-13%	i	0.5	-0.4%	-1%	-5%	0.3	86	-5%
Cc1cccc(C)c1NC(=S)N=Nc1c(O)n(C)c2ccc(S(=O)(=O)N3CCOCC3)cc12	6%	-9%	-3%	i	0.3	-2.4%	7%	1%	-0.9	42	-3%
CCC1CCCCN1S(=O)(=O)c1ccc(NC(=O)c2ccncc2)cc1 (centres undefined)	-7%	-22%	-8%	i	1.6	0.4%	-26%	6%	0.7	56	-3%
CS(=O)(=O)N(CC(=O)N1CCN(Cc2ccc3c(c2)OCO3)CC1)c1ccc2c(c1)OCO2	-5%	-5%	-4%	i	9.4	0.6%	-1%	5%	2.0	51	4%
COc1cccc(-n2c(SCC(N)=O)nc3c([nH]c4ccccc43)c2=O)c1	-2%	-15%	0%	i	0.9	2.5%	-30%	7%	2.5	60	-1%
CCOc1ccc(C(=O)NC2CC(=O)N(c3ccc4c(c3)OCCO4)C2)cc1 (centres undefined)	-5%	x	x	i	0.2	x	x	3%	-0.6	63	x
CCn1c(SCC(=O)Nc2cc(Cl)ccc2OC)nnc1C1CC1	-3%	7%	-9%	i	0.4	0.8%	-1%	5%	-0.9	25	-1%
CCCSc1nnc(NC(=O)Nc2ccccc2)s1	-9%	7%	-7%	i	0.3	-1.1%	-10%	3%	-0.1	61	8%
Cn1cnc(NCc2ccccc2)c1[N+](=O)[O-]	0%	14%	-6%	i	0.9	0.5%	-4%	x	-0.1	57	-5%
CC(=O)c1ccc(NC(=O)COC(=O)c2c3c(nc4ccccc24)/C(=C\c2cccs2)CCC3)cc1	-14%	7%	-1%	i	0.3	25%	18%	6%	5.2	48	4%
COc1ccc(C(=O)N2CCCN(C)CC2)cc1S(=O)(=O)N1CCCc2ccccc21	-16%	-13%	-13%	i	0.7	7.0%	4%	2%	-0.9	66	-5%
COc1ccc(S(=O)(=O)N2CCCCCC2)cc1C(=O)N1CCCC(C(F)(F)F)C1 (centres undefined)	-6%	x	x	i	0.9	x	x	8%	0.3	47	x
CC1(C)Cc2c(sc3nc(-c4cccs4)n(N)c(=O)c23)CO1	8%	0%	3%	i	4.2	1.5%	4%	7%	2.7	49	-2%
CCOC(=O)C1CCN(C(=O)CCS(=O)(=O)c2ccc3c(c2)n(C)c(=O)c(=O)n3C)CC1	x	4%	-1%	i	2.5	-0.9%	0%	10%	5.6	58	3%
COc1cc(/C=N/Nc2ccc([N+](=O)[O-])cc2S(=O)(=O)N2CCOCC2)cc(OC)c1OC	4%	-7%	-2%	i	4.5	5.3%	-2%	7%	6.4	57	8%
O=C1CNC(=O)/C1=C\c1ccc(O)cc1	16%	12%	2%	u	x	5.1%	4%	21%	2.8	48	8%
COc1ccc(OCC(=O)N/N=C/c2ccncc2)cc1	0%	-8%	5%	i	0.1	-0.1%	-9%	2%	0.7	59	4%
